IDH1 mut inh: inhibitors of IDH1 R132H reductase, primary screen, biochemical, plate reader, single point | inhibition, % at 10 µM | Isocitrate dehydrogenase [NADP] cytoplasmic (Homo sapiens), O75874 | diaphorase/resazurin fluorescence, 60 min | hit rate 0.18% among 70,000; in the data active means inhibition above about 34%;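 further: 0% = DMSO and 100% = no enzyme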
EZH2 inh: EZH2/PRC2 methyltransferase inhibitors, primary screen, biochemical, DELFIA time-resolved fluorescence, single point; inhibition, % at 12.5 µM; Histone-lysine N-methyltransferase EZH2 (Homo sapiens), Q15910; PRC2 H3K27 methylation, DELFIA TRF, 1 h; hit rate 0.35% among 57,000;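 active means mean inhibition of replicates at least 50% and every single replicate also reaching 50%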;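 further: dimethyl H3K27 on biotinylated H3 21-44 peptide detected by antibody; plate controls were median neutral control wells for no effect and median positive control wells for full effect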
Target sequence (Q15910 whole entry, looked up): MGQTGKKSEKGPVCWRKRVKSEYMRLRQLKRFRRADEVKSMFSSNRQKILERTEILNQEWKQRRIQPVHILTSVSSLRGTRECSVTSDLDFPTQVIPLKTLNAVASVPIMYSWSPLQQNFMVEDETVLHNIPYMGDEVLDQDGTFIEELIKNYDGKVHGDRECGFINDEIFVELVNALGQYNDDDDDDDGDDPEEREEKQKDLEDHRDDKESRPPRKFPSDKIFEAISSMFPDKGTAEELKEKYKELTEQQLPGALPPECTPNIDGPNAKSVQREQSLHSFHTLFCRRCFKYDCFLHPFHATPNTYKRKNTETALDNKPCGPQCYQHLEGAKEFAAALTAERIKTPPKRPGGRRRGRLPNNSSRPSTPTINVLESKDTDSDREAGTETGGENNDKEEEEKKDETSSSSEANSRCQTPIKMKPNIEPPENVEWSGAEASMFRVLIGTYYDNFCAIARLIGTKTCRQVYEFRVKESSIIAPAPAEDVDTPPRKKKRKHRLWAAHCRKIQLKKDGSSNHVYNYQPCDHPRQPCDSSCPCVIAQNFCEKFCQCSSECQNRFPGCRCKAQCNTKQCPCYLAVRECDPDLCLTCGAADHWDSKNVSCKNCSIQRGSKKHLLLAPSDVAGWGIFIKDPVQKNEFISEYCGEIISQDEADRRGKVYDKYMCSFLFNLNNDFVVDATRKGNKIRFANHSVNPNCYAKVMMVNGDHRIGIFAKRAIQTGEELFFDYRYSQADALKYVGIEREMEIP
Starred values were filed as active, the others as inactive; · = not tested or not shown; & = joins results of further samples. These rows are one share of the data (hit frequency here may not be typical).

SMILES	IDH1 mut inh	EZH2 inh
C#CCN([C@H](/C=C/C1CC1)[C@@H](O)Cc1ccccc1)[C@@H](Cc1ccc(N=[N+]=[N-])cc1)C(=O)OC	·	40
Cc1ccccc1S(=O)(=O)NCC[C@@H]1CC[C@H](NC(=O)C2CCCC2)[C@@H](CO)O1	-0.3	-1
Cc1ccc(NC(=O)CSc2n[nH]c(-c3ccco3)n2)cc1	0.0	-11
Cc1ccc(S(=O)(=O)Nc2ccc3c(c2)C(=O)N([C@H](C)CO)C[C@@H](C)[C@@H](CN(C)S(=O)(=O)c2ccccc2)O3)cc1	-5.9	·
CCn1c(SCC(=O)c2ccc(OC)cc2)nnc1-c1ccc(Cl)cc1Cl	-0.5	-9
O=C(C[C@@H]1C=C[C@H](NC(=O)c2ccccc2)[C@@H](CO)O1)Nc1ccc(-c2ccccc2)cc1	-0.1	-5
Cc1ccc2nc(-c3ccc(NC(=O)CS(=O)(=O)Cc4ccccc4)cc3)sc2c1	-0.3	6
C[C@@H]1CN([C@H](C)CO)C(=O)CCCn2cc(nn2)CO[C@@H]1CN(C)S(C)(=O)=O	·	4
C[C@H]1CN([C@@H](C)CO)C(=O)c2cc(NC(=O)Nc3ccccc3)ccc2O[C@H]1CN(C)S(C)(=O)=O	1.3	-2
CNC[C@H]1Oc2ncc(C#CC3(O)CCCC3)cc2C(=O)N([C@H](C)CO)C[C@H]1C	0.5	-3
O=S(=O)(N[C@H]1CC[C@H](CCn2cc(C3CC3)nn2)O[C@@H]1CO)c1ccc(F)cc1	0.0	-1
C[C@H](O)C#Cc1ccc2c(c1)O[C@H](CN(C)C(=O)C1CC1)[C@H](C)CN([C@H](C)CO)S2(=O)=O	·	-2
O=C(Cc1ccccn1)N[C@H]1CC[C@H](CCNS(=O)(=O)c2cccc(F)c2)O[C@H]1CO	0.1	1
Cc1ccc(S(=O)(=O)N(C)C[C@H]2Oc3cc(-c4cccc(F)c4)ccc3S(=O)(=O)N([C@@H](C)CO)C[C@H]2C)cc1	-0.3	·
CN(C)CCCSC(=N)N	0.2	-12
CNC(=O)C(C)N(c1cc(C)cc(C)c1)S(C)(=O)=O (stereo not given)	0.4	1
C[C@H]1CN([C@@H](C)CO)S(=O)(=O)c2ccc(C3=CCCC3)cc2O[C@H]1CN(C)Cc1cccc(C(=O)O)c1	-0.6	·
C[C@@H]1CN([C@H](C)CO)S(=O)(=O)c2ccc(C3=CCCC3)cc2O[C@H]1CN(C)Cc1cccc(C(=O)O)c1	17	·
C[C@@H]1CN([C@@H](C)CO)S(=O)(=O)c2ccc(C#CC3CC3)cc2O[C@H]1CN(C)C(=O)c1ccccn1	3.4	9
CCCC#Cc1ccc2c(c1)O[C@@H](CN(C)C(=O)CN(C)C)[C@@H](C)CN([C@H](C)CO)S2(=O)=O	0.1	-13
CCOC(=O)c1ccccc1NC(=O)COc1ccccc1	-0.3	39
C[C@@H]1CN([C@H](C)CO)C(=O)c2cc(-c3cccc(C#N)c3)cnc2O[C@@H]1CN(C)Cc1ccncc1	0.8	·
C[C@@H]1CN([C@H](C)CO)C(=O)c2cccc(NS(=O)(=O)c3ccccc3)c2O[C@H]1CN(C)Cc1ccc(Oc2ccccc2)cc1	1.3	·
COC(=O)C[C@@H]1C[C@H]2c3cc(NS(=O)(=O)c4cccc(OC)c4)ccc3O[C@H]2[C@@H](CO)O1	0.3	-1
CN1CCN(C(=O)C[C@H]2C[C@H]3c4cc(NS(=O)(=O)c5ccc(F)cc5)ccc4O[C@H]3[C@@H](CO)O2)CC1	-0.5	7
CCOc1cc(S(=O)(=O)NC2CC(C)(C)NC(C)(C)C2)ccc1F	0.2	4
Cc1noc(C)c1NC(=O)Nc1ccc2c(c1)C(=O)N([C@H](C)CO)C[C@H](C)[C@@H](CN(C)Cc1ccc(-c3ccccc3)cc1)O2	·	-23
O=C(O)CN(c1cc(Cl)cc(Cl)c1)S(=O)(=O)c1ccccc1	0.1	19
C[C@H](CO)N1C[C@H](C)[C@H](CN(C)C(=O)Nc2ccc(C(F)(F)F)cc2)Oc2ccc(NS(=O)(=O)c3ccc(Cl)cc3)cc2C1=O	-0.5	·
C[C@H](CO)N1C[C@H](C)[C@@H](CN(C)Cc2ccccc2)Oc2ccc(NS(=O)(=O)c3ccc(F)cc3)cc2C1=O	·	-1
O=C(C[C@H]1C=C[C@H](NC(=O)C2CC2)[C@@H](CO)O1)NCCCN1CCOCC1	0.1	8
C[C@@H]1CN([C@H](C)CO)C(=O)c2cc(Br)cnc2O[C@@H]1CN(C)CC1CCOCC1	-0.1	·
CCCNC(=O)N1C[C@H](C)[C@H](OC)CN(C)C(=O)c2cc(NS(=O)(=O)CC)ccc2OC[C@@H]1C	0.4	-1
COc1c(C)cc(Br)cc1C(=O)NC(=S)Nc1sc2c(c1C(N)=O)CCCCC2	-0.2	-11
C[C@@H]1CN([C@@H](C)CO)C(=O)c2cc(NC(=O)CCN3CCOCC3)ccc2O[C@H]1CN(C)Cc1ccc(Cl)c(Cl)c1	·	-4
CO[C@H]1CN(C)C(=O)c2ccc(NC(=O)C3CCCCC3)cc2OC[C@@H](C)N(Cc2nccs2)C[C@H]1C	0.1	-15
C[C@H]1CN([C@@H](C)CO)C(=O)c2cc(C#CCC3CCCC3)cnc2O[C@@H]1CN(C)C(=O)CC1CC1	2.9&2.7	·
C[C@H]1CN([C@@H](C)CO)C(=O)c2cc(-c3cncnc3)cnc2O[C@H]1CN(C)C(=O)Cc1ccccn1	-0.2	18
C[C@@H]1CCCCO[C@@H](CN(C)C(=O)Nc2ccc(C(F)(F)F)cc2)[C@@H](C)CN([C@H](C)CO)C(=O)c2cc(NS(C)(=O)=O)ccc2O1	-1.6	·
Cc1cc(C)c(OCC(=O)Nc2cccc(NC(=O)c3ccco3)c2)c(Br)c1	-0.3	15

Fetched by compound from above:
SMILES	IDH1 mut inh	EZH2 inh
O=C(C[C@H]1C=C[C@H](NC(=O)C2CC2)[C@@H](CO)O1)NCCCN1CCOCC1	0.1	8
Cc1cc(C)c(OCC(=O)Nc2cccc(NC(=O)c3ccco3)c2)c(Br)c1	-0.3	15
C[C@H]1CN([C@@H](C)CO)C(=O)c2cc(-c3cncnc3)cnc2O[C@H]1CN(C)C(=O)Cc1ccccn1	-0.2	18
Cc1noc(C)c1NC(=O)Nc1ccc2c(c1)C(=O)N([C@H](C)CO)C[C@H](C)[C@@H](CN(C)Cc1ccc(-c3ccccc3)cc1)O2	·	-23

Continuation:
SMILES	IDH1 mut inh	EZH2 inh
O=C(NCC[C@H]1CC[C@@H](NS(=O)(=O)c2ccc(F)cc2)[C@H](CO)O1)c1ccc2c(c1)OCO2	-0.2	-10
C/C=C/c1ccc2c(c1)O[C@@H](CN(C)S(=O)(=O)c1ccccc1OC)[C@H](C)CN([C@@H](C)CO)S2(=O)=O	-0.4	·
COc1ccc(CN(C)C[C@H]2Oc3c(NS(=O)(=O)c4ccc(F)cc4)cccc3C(=O)N([C@@H](C)CO)C[C@@H]2C)cc1	0.6	0
C[C@@H]1CN([C@H](C)CO)C(=O)c2cc(NS(=O)(=O)c3ccccc3)ccc2O[C@@H](C)CCCCO[C@H]1CN(C)S(=O)(=O)c1cccs1	3.9	·
CCCC1(O)Cc2c(C(C)=O)cc3cccc(O)c3c2O1 (stereo not given)	-0.2	-7
C[C@@H]1CN([C@@H](C)CO)C(=O)c2cccc(NS(=O)(=O)c3ccccc3)c2O[C@@H]1CN(C)Cc1ccc(Cl)c(Cl)c1	1.9	-14
Cc1noc(C)c1NC(=O)Nc1ccc2c(c1)C(=O)N([C@H](C)CO)C[C@H](C)[C@@H](CN(C)Cc1ccccc1)O2	1.0	11
C[C@@H]1CCCCO[C@H](CN(C)Cc2ccc(C(F)(F)F)cc2)[C@H](C)CN([C@@H](C)CO)C(=O)c2cc(NS(=O)(=O)c3cn(C)cn3)ccc2O1	-1.1	·
O=C(N[C@@H]1CC[C@@H](CCn2cc(Cc3ccccc3)nn2)O[C@@H]1CO)c1ccccn1	-0.3	5
C[C@@H]1CN([C@H](C)CO)C(=O)c2cccc(NS(=O)(=O)c3cn(C)cn3)c2O[C@@H]1CN(C)Cc1ccc(Cl)c(Cl)c1	1.8	5
CC(C)NC(=O)N(C)C[C@H]1Oc2c(NS(=O)(=O)c3ccc(Cl)cc3)cccc2C(=O)N([C@H](C)CO)C[C@@H]1C	-0.5	3
C[C@@H]1CN([C@H](C)CO)C(=O)c2cc(NS(=O)(=O)c3ccccc3)ccc2O[C@@H]1CN(C)Cc1ccc(Oc2ccccc2)cc1	0.3	·
COc1ccc(S(=O)(=O)N(C)C[C@@H]2Oc3ncc(-c4cccc(OC)c4)cc3C(=O)N([C@H](C)CO)C[C@@H]2C)cc1	-4.1	9
COCC(=O)Nc1ccc2c(c1)[C@@H]1C[C@@H](CC(=O)N[C@H](C)c3ccccc3)O[C@H](CO)[C@@H]1O2	-0.2	2
CNC[C@H]1Oc2ccc(NC(=O)Cn3cnnn3)cc2C(=O)N([C@@H](C)CO)C[C@@H]1C	3.9	·
CC(C)CC#Cc1ccc2c(c1)O[C@H](CN(C)C(=O)C1CCOCC1)[C@H](C)CN([C@@H](C)CO)S2(=O)=O	-1.6	·
Cc1cc(C(=O)Nc2cccc3c2O[C@H](CN(C)Cc2ccc(Oc4ccccc4)cc2)[C@@H](C)CN([C@H](C)CO)C3=O)n(C)n1	·	1
CC(O)c1cncc2c(=O)n3c(cc12)-c1[nH]c2ccccc2c1CC3 (stereo not given)	-1.0	·
CC(=O)Nc1ccc(-n2c(CCC(=O)O)ccc2-c2ccc(C)cc2)cc1	-0.4	-13
Cc1ccc(-c2cnc3c(c2)C(=O)N([C@@H](C)CO)C[C@@H](C)[C@H](CN(C)C(=O)Cc2ccncc2)O3)cc1	-0.1	-15

Continued, starting with the last 2 of the part before.
SMILES	IDH1 mut inh	EZH2 inh
CC(=O)Nc1ccc(-n2c(CCC(=O)O)ccc2-c2ccc(C)cc2)cc1	-0.4	-13
Cc1ccc(-c2cnc3c(c2)C(=O)N([C@@H](C)CO)C[C@@H](C)[C@H](CN(C)C(=O)Cc2ccncc2)O3)cc1	-0.1	-15
O=C(NCC[C@H]1CC[C@H](NS(=O)(=O)c2cccc(F)c2)[C@@H](CO)O1)c1cnccn1	0.0	14
CO[C@@H]1CN(C)C(=O)c2ccc(NC(=O)c3ccc(Oc4ccccc4)cc3)cc2OC[C@H](C)NC[C@H]1C	0.1	-11
O=C(CCN1C(=O)c2ccccc2C1=O)Nc1ccc(NC(=O)c2ccco2)cc1	0.3	2
CO[C@H]1CN(C)C(=O)c2ccc(NC(=O)C3CCCC3)cc2OC[C@@H](C)N(C)C[C@H]1C	0.0	7
O=S(=O)(N[C@H]1CC[C@H](CCn2cc(-c3cccc(F)c3)nn2)O[C@@H]1CO)c1ccccc1	-0.3	24
Cc1ccc(S(=O)(=O)N(C)C[C@@H]2Oc3ccc(NC(=O)Nc4ccc(F)cc4)cc3C(=O)N([C@H](C)CO)C[C@H]2C)cc1	·	0
C[C@H](CO)N1C[C@H](C)[C@H](CN(C)C(=O)Nc2ccc3c(c2)OCO3)Oc2c(NC(=O)Nc3ccc4c(c3)OCO4)cccc2C1=O	1.7	·
C[C@H](CO)N1C[C@H](C)[C@H](CN(C)Cc2cccc(C(F)(F)F)c2)OCc2cn(nn2)CCCC1=O	0.0	0
Cc1noc(C)c1NC(=O)N[C@@H]1CC[C@@H](CCNC(=O)C2CC2)O[C@H]1CO	0.0	-3
C[C@H]1CN([C@@H](C)CO)C(=O)c2cccc(NS(=O)(=O)c3ccc(F)cc3)c2O[C@@H]1CN(C)S(=O)(=O)c1ccc(F)cc1	2.8	·
O=C(/C=C/c1ccc(O)cc1)O[C@@H]1CC(O)(C(=O)O)C[C@@H](OC(=O)/C=C/c2ccc(O)cc2)C1O (stereo not given in full)	0.0	76*
C[C@H]1CN([C@@H](C)CO)C(=O)Cc2cc(NC(=O)Nc3cccc4ccccc34)ccc2O[C@@H]1CN(C)S(C)(=O)=O	0.2	-11
C[C@@H]1CN([C@H](C)CO)C(=O)c2cccc(NS(=O)(=O)c3ccccc3)c2O[C@H]1CN(C)C(=O)Nc1ccc(F)cc1	·	-9
COc1ccc(S(=O)(=O)Nc2ccc3c(c2)CC(=O)N([C@@H](C)CO)C[C@@H](C)[C@H](CN(C)C(=O)NC(C)C)O3)cc1	2.2	·
Cc1cccc(OCC(O)Cn2cnc3ccccc32)c1C (stereo not given)	0.4	-5
C[C@H](CO)N1C[C@H](C)[C@@H](CN(C)S(=O)(=O)c2ccc(F)cc2)OCCCC[C@H](C)Oc2ccc(NC(=O)CCC(F)(F)F)cc2C1=O	1.5	·
C[C@@H]1CN([C@@H](C)CO)C(=O)c2ccccc2-c2ccccc2CO[C@H]1CN(C)S(=O)(=O)c1cn(C)cn1	·	-2
Cc1ccc(S(=O)(=O)Nc2cccc3c2O[C@@H](CN(C)Cc2ccccc2)[C@H](C)CN([C@@H](C)CO)C3=O)cc1	1.6	-6
